Bioassay records deposited in PubChem by The Scripps Research Institute Molecular Screening Center.
DAX1 inh-1: DAX1 (NR0B1) inhibitors, primary screen, cell-based, HEK293, Gal4-DAX1, luciferase luminescence; Nuclear receptor subfamily 0 group B member 1 (Homo sapiens), P51843; HEK293 Gal4-DAX1 luciferase reporter; inhibition, % at 6.75 µM; 340,000 compounds, 0.99% hits; AID 504766, 2011;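 active means inhibition above the mean over all tested compounds plus 3 SD, cut at about 4.2% in these data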;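 further: 0% = DAX1-transfected cells with DMSO and 100% = empty-vector control cells with DMSO; inhibition shows as a rise in luminescence from relieved DAX1 repression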
HGIII-sPLA2 inh: human group III sPLA2 inhibitors, primary screen, biochemical, QFRET, BODIPY PC-A2 liposome substrate | Group 3 secretory phospholipase A2 (Homo sapiens), Q9NZ20 | QFRET BODIPY PC-A2 liposome hydrolysis, fluorescence | inhibition, % at 12.2 µM | 370,000 compounds, 0.56% hits | AID 743126, 2013;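 active means inhibition above mean plus 3 SD of compounds lying within the high and low control bounds, cut at about 19% in these data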;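 further: 0% = median of test compound wells and 100% = no enzyme DMSO wells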
PLCb3 inh: human PLC-beta3 inhibitors, primary screen, biochemical, fluorescence; Purified PLC-beta3, fluorogenic substrate; 1-phosphatidylinositol 4,5-bisphosphate phosphodiesterase beta-3 (Homo sapiens), Q01970; 370,000 compounds, 0.18% hits; inhibition, % at 12.2 µM; in the data active means inhibition above about 11%;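 further: 0% = median of compound wells on plate and 100% = full blocker control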
Target sequence (Q01970 whole entry, looked up): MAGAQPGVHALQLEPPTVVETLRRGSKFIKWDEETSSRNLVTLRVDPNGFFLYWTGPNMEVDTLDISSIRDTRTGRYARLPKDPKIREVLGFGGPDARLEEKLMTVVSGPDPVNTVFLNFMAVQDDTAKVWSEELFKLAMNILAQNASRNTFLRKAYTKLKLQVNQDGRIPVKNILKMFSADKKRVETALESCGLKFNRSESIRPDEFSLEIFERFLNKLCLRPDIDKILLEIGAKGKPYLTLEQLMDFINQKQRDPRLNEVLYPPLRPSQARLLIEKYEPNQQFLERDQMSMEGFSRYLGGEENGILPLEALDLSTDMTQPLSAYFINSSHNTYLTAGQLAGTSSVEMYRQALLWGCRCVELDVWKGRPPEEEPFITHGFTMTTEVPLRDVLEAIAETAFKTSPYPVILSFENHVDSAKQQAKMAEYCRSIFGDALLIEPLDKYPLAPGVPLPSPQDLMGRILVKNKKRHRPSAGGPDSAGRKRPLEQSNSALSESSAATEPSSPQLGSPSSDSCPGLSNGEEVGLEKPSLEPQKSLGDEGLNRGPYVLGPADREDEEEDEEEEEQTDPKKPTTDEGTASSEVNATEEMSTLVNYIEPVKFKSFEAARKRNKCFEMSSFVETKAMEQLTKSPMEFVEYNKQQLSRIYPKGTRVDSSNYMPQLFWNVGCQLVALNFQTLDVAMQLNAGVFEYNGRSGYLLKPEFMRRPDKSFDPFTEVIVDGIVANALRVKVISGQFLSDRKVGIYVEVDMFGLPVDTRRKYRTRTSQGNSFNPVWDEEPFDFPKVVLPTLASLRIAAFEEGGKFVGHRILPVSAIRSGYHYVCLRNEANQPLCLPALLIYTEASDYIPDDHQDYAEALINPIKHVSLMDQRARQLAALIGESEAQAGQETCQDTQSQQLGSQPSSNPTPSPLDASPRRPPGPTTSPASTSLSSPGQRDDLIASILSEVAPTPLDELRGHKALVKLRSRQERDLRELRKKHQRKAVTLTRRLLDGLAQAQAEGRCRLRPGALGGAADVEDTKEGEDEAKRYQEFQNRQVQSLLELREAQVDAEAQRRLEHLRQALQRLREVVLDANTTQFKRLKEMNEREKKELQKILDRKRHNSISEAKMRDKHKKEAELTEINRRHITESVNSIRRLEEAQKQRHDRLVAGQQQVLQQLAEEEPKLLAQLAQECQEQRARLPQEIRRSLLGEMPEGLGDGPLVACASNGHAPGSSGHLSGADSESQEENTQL
hcDAF-12 act: H. contortus DAF-12 nuclear receptor activators, primary screen, cell-based, luminescence, HEK293, lit1-tk-luc reporter | 370,000 compounds, 1.4% hits | HEK293 hcDAF-12 lit1-tk-luc reporter; 0% DMSO, 100% Δ7-dafachronic acid | AID 652067, 2013 | activation, % at 6.8 µM;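 active means activation above the mean of all tested compounds plus 3 SD, cut at about 5.5% in these data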;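 further: 100% = response to 3 µM Δ7-dafachronic acid high control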
DAX1 inh-2: DAX1 (NR0B1) inhibitors on StAR promoter, primary screen, cell-based, luminescence, SF-1 (NR5A1), full-length DAX-1 | HEK293T StAR-luciferase reporter, SF-1/DAX-1 repression relief | inhibition, % at 6.8 µM | 370,000 compounds, 1.1% hits | AID 652010, 2013;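 active means inhibition above the mean over all tested compounds plus 3 SD, cut at about 3.6% in these data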;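 further: 0% = DAX-1 cells with DMSO and 100% = cells lacking DAX-1 with DMSO; higher inhibition means more luminescence from relief of DAX-1 repression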
hgDAF-12 ag: H. glycines DAF-12 receptor agonists, primary screen, cell-based, luminescence, HEK293, GAL4 fusion, UAS-luciferase; Nuclear hormone receptor DAF-12 (Heterodera glycines), GAL4 fusion; HEK293 GAL4-hgDAF12 UAS-luciferase reporter, agonist luminescence; normalized to butyrate control; activation, % at 6.8 µM; 370,000 compounds, 1.8% hits;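 active means activation above a cutoff set at the mean of all screened compounds plus 3 SD, cut at about 10% in these data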;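 further: 0% = DMSO wells and 100% = sodium butyrate wells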
ADAM10 inh: human ADAM10 inhibitors, primary screen, biochemical, QFRET, HTS; 370,000 compounds, 0.62% hits; inhibition, % at 7 µM; recombinant ADAM10, EDANS/DABCYL FRET peptide cleavage, 3 h; AID 720582, 2013; Disintegrin and metalloproteinase domain-containing protein 10 (Homo sapiens), O14672;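 active means inhibition above a per-campaign cutoff equal to the mean of compounds falling between control-based bounds plus 3 SD, cut at about 20% in these data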;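 further: 0% = DMSO wells while the 100% control is not disclosed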
PLC-gamma1 inh: PLC-gamma1 enzyme inhibitors, primary screen, biochemical, fluorescence, purified enzyme; 370,000 compounds, 0.84% hits; 1-phosphatidylinositol 4,5-bisphosphate phosphodiesterase gamma-1 (Homo sapiens), P19174; fluorogenic substrate; inhibition, % at 12.2 µM; in the data active means inhibition above about 9.5%
ADAM17 inh: ADAM17 inhibitors, primary screen, biochemical, QFRET; Disintegrin and metalloproteinase domain-containing protein 17 (Homo sapiens), P78536; recombinant ADAM17, EDANS/DABCYL FRET peptide cleavage; inhibition, % at 6.95 µM; 370,000 compounds, 0.83% hits; AID 720648, 2013;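 active means inhibition above the mean of compounds lying between control limits plus 3 SD, set per campaign, cut at about 8.5% in these data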;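 further: 0% = DMSO-only wells as the low control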
ssDAF-12 act: S. stercoralis DAF-12 nuclear receptor activators, primary screen, cell-based, luminescence, HEK293, GRIP1 co-expression, lit1-tk-luc; AID 652126, 2013; Nuclear hormone receptor DAF-12 (Strongyloides stercoralis); 370,000 compounds, 1% hits; HEK293 ssDAF-12/GRIP1 lit1-tk-luc reporter; % of 3 µM dafachronic acid response; activation, % at 6.8 µM;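 active means activation above the mean over all tested compounds plus 3 SD, cut at about 0.9% in these data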;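 further: 0% = DMSO-only wells and 100% = 3 µM delta7-dafachronic acid wells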
FXN GAA850 act: FXN promoter activators, primary screen, cell-based, luciferase luminescence, HEK293 lucGAA850; HEK293 lucGAA850 FXN promoter luciferase reporter, 24 h; percent of 10 µM SAHA response; activation, % at 6 µM; 360,000 compounds, 0.56% hits;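 active means activation above the average of all compounds screened plus 3 SD, cutoff fixed separately per campaign, cut at about 7.5% in these data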;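 further: 0% = DMSO wells and 100% = 10 µM SAHA wells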
Active calls of the source: *; i = inactive; . = not tested or not shown.

SMILES	DAX1 inh-1	HGIII-sPLA2 inh	PLCb3 inh	hcDAF-12 act	DAX1 inh-2	hgDAF-12 ag	ADAM10 inh	PLC-gamma1 inh	ADAM17 inh	ssDAF-12 act	FXN GAA850 act
O=C(NCCSc1ccccc1)c1ccc(CN2CCOCC2)cc1	1.7	7.2	-9.6	4.1	2.4	10.3	-10.0	1.9	-6.1	0.3	4.7
C/C(=C\C=C(C#N)C#N)c1cc(C#N)c(N)o1	0.0	-16.4	-72.4	-2.4	-0.5	-3.1	-65.1	-72.1	-19.4	-1.6	-0.7
CC(C(=O)NCc1cccnc1)c1ccc([N+](=O)[O-])cc1 (stereo not given)	-0.6	14.6	-8.0	0.3	0.4	-0.5	13.9	-5.9	-6.2	-0.6	0.5
Cc1cc(NC(=O)CSc2nc3ccccc3n2CC(=O)N2CC(C)CC(C)C2)no1 (stereo not given)	-0.3	1.9	3.6	0.4	-0.2	1.5	3.7	1.2	-3.2	-1.7	2.5
N#Cc1c(SCC(=O)Nc2nncs2)sc2c(O)cc(=O)[nH]c12	-0.4	-6.0	-32.0	2.9	0.2	-0.3	-13.5	-10.7	-6.1	-0.9	2.9
COc1ccc(OCC(=O)Nc2nc3ccccc3[nH]2)cc1	0.4	5.7	2.6	2.1	1.5	2.9	-5.3	1.0	-3.4	-0.3	1.5
O=C(COc1ccccc1)N(Cc1cccs1)C1CCS(=O)(=O)C1 (stereo not given)	0.8	2.4	-1.3	-2.0	-0.3	1.3	-0.5	2.6	-1.2	-1.7	-0.1
COC(=O)Cc1c(OC)ccn(CCc2c[nH]c3ccccc23)c1=O	1.2	-6.4	-0.6	4.8	4.0*	9.9	5.1	3.2	-1.8	-0.3	1.7
O=C(NCCc1nnc2ccccn12)c1cccs1	0.4	2.6	-9.5	0.9	0.2	5.9	-8.0	2.3	-4.1	-0.7	3.3
COc1ccccc1C(=O)NCC(=O)OCC(=O)c1ccc2c(c1)-c1ccccc1C2	-0.8	-24.2	-13.8	-1.1	-0.5	7.4	-19.1	-7.8	-7.6	-1.4	-0.2
O/N=C(/c1ccc(F)cc1)C1CC1c1c(F)cccc1Cl (stereo not given)	0.8	0.7	-1.0	-1.5	-0.1	0.5	26.5*	1.5	3.9	-1.5	3.0
CC(/C=N/n1c(-c2ccncc2)n[nH]c1=S)=C\c1ccco1	.	23.3*	-11.7	1.9	-0.4	-1.7	-13.3	-3.0	-4.4	-1.0	2.2
CC(=O)Nc1ccc(C(=O)Nc2ccc(S(=O)(=O)N3CCCCC3)cc2)cc1	0.5	-4.2	0.6	-2.1	-0.1	-1.9	9.2	0.8	2.5	-1.3	-0.1
O=C(C1CCN(S(=O)(=O)c2ccccc2[N+](=O)[O-])CC1)N1CCOCC1	-0.2	-1.9	1.4	-0.6	0.5	1.9	1.0	-1.5	-1.8	-1.3	-0.9
CCN(CC)CCC#CC1(O)c2ccccc2-c2ccccc21	2.8	-5.7	-9.8	2.7	0.1	0.6	1.6	3.6	-1.8	-1.3	0.5
O=C(Cn1nc(C(=O)O)c2ccccc2c1=O)Nc1cccc(S(=O)(=O)N2CCCC2)c1	0.9	0.0	-6.4	0.7	-0.8	-1.1	1.1	3.3	-4.6	-1.5	0.9
O=C(Oc1oc(-c2ccco2)nc1C=Nc1ccccc1)c1ccoc1	1.6	0.5	-2.0	1.3	1.5	1.3	-3.6	-2.6	-3.0	-0.8	1.5
FC(F)(F)c1ccnc(NCc2ccc(Cl)cc2)n1	-0.3	-4.0	-5.2	-2.1	-0.2	2.8	-3.7	3.4	-1.4	-1.0	1.2
O=C(O)c1cc(-c2ccc(/C=C3\NC(=O)N(c4ccc(Cl)cc4)C3=O)o2)ccc1Cl	-0.7	-9.1	-27.9	0.0	0.2	-0.3	-4.0	-16.4	-3.2	0.6	2.1
COc1ccccc1-c1cc(C(F)(F)F)nc(S(=O)(=O)CCCC(=O)O)n1	-0.6	-0.2	-189.9	0.8	-0.8	-1.4	-42.4	-127.7	-13.4	-2.2	-0.2
NS(=O)(=O)OCC(Cc1ccccc1)N1C(=O)c2ccccc2C1=O (stereo not given)	1.1	-2.0	0.8	-0.9	0.0	-3.6	6.8	1.4	-0.2	-0.5	1.9
CCOc1cc(C(=O)Nc2nnc(CC)s2)ccc1OCC(=O)N1CCOCC1	0.6	-3.5	0.5	0.4	0.5	-1.4	-2.3	0.5	1.1	-0.4	-1.0
O=c1cc(CSc2nnc(NC3CCCCC3)s2)nc2sccn12	-0.5	4.6	-2.4	-0.8	0.5	-1.5	-6.0	-1.4	-1.9	-1.2	3.6
CCc1ccc(NC(=O)CSc2nnc(CNC(=O)c3c(F)cccc3Cl)o2)cc1	-0.3	-7.9	1.0	0.5	-0.1	1.4	2.1	3.2	-1.9	-1.2	-1.4
O=C(COc1cccnc1[N+](=O)[O-])c1c[nH]c2ccccc12	-0.9	-9.0	-6.6	5.9*	-0.2	1.9	4.5	-0.8	0.5	-0.6	2.6

Printed as active in DAX1 inh-2, of those listed so far:
Compound	DAX1 inh-1	HGIII-sPLA2 inh	PLCb3 inh	hcDAF-12 act	DAX1 inh-2	ADAM10 inh	PLC-gamma1 inh	ADAM17 inh	ssDAF-12 act	FXN GAA850 act
COC(=O)Cc1c(OC)ccn(CCc2c[nH]c3ccccc23)c1=O	1.2	-6.4	-0.6	4.8	4.0*	5.1	3.2	-1.8	-0.3	1.7

Additional results follow.
SMILES	DAX1 inh-1	HGIII-sPLA2 inh	PLCb3 inh	hcDAF-12 act	DAX1 inh-2	hgDAF-12 ag	ADAM10 inh	PLC-gamma1 inh	ADAM17 inh	ssDAF-12 act	FXN GAA850 act
CCOC(=O)c1ccc(NC(=S)NC(=O)c2nn(CC)cc2Br)cc1	-1.1	-1.0	0.9	-1.1	0.3	0.7	-0.5	1.9	-0.7	-1.0	-3.3
COc1ccc(Oc2nc(-c3ccccc3)ncc2S(=O)(=O)c2ccccc2)cc1	-0.3	-5.2	3.4	-1.8	-0.1	-1.0	0.8	2.1	-1.3	-1.0	2.0
COCCn1c(SCC#N)nnc1-c1ccc(OC)cc1	-1.1	4.3	-8.7	-1.7	0.0	-0.8	-0.6	-8.6	-2.9	-1.2	0.5
CCCC(=O)N1CC2(CCC)CN(C(=O)CCC)CC(CCC)(C1)C2=O	0.8	8.6	-0.7	0.1	-0.1	-0.7	4.2	-0.3	-3.7	-1.4	-1.0
N#CCC[C@H]1CC[C@]2(CCCN(Cc3cccc4ccccc34)C2)O1	.	-2.1	1.7	0.6	0.0	-0.4	1.2	-1.4	0.2	-0.8	.
Cc1ccccc1C(=O)NC(=S)Nc1ccc(S(=O)(=O)N2CCOCC2)cc1	-0.7	11.0	1.8	-3.0	-0.3	0.3	-1.3	3.4	0.2	-1.2	2.1
COc1ccc(CN2CCN(C(=O)c3c(-c4ccccc4)noc3C)CC2)cc1F	-0.8	14.5	-7.7	-2.3	-2.6	2.2	-11.0	1.0	-1.8	-0.4	1.1
CC(=O)N1CCCc2cc(S(=O)(=O)NCCC3=CCCCC3)ccc21	-1.4	-0.2	2.8	-1.3	-2.1	-1.9	4.7	4.0	0.1	-1.0	0.3
O=C1C2C3C=CC(CNS(=O)(=O)c4ccccc4)(O3)C2C(=O)N1c1ccc(Cl)cc1 (stereo not given)	1.3	2.2	-4.0	-1.5	-0.7	-0.1	-5.1	0.0	-2.2	-1.3	0.9
O=C(COC(=O)COc1ccc(Br)cc1)NC1CCCCCC1	0.3	-4.2	-3.4	1.3	0.9	-0.6	-4.4	-1.7	-3.1	-0.9	2.4
O=C(NCCc1ccc(Cl)cc1)c1cc(S(=O)(=O)N2CCCC2)ccc1F	-0.5	7.2	-0.9	-2.5	-1.3	-4.9	-12.3	-2.5	2.3	-0.8	-2.1
O=c1cnc2ccccc2n1Cc1ccccc1C(F)(F)F	-1.1	-1.6	-3.7	-1.6	-0.6	1.6	8.4	2.8	0.5	-1.2	-0.5
O=C(N/N=C\c1ccc([N+](=O)[O-])o1)c1cncc(Br)c1	-3.7	3.7	-23.6	-1.1	-1.9	-7.8	-11.6	-16.1	-5.4	-1.2	1.8
CC1C(C#N)=C(N)OC2=C1C(=O)CCC2 (stereo not given)	-0.6	5.5	-4.0	-1.3	-0.5	0.7	-2.4	-3.9	-6.5	-1.1	-1.1
O=C(O)c1cc2c(ccc3ccccc32)oc1=O	-0.6	4.1	i	0.4	0.1	3.4	i	-412.1	i	-0.8	-1.2
Cc1ccc(-n2[nH]c(C)c(/C=N/Nc3ccc([N+](=O)[O-])cc3[N+](=O)[O-])c2=O)cc1C	0.4	1.2	-39.5	1.0	0.2	-1.8	-1.9	3.4	-1.3	-0.6	2.2
O=C(CCCCCn1nnc2ccccc2c1=O)Nc1ccccc1Cl	0.2	-3.8	-1.6	-2.5	0.8	3.0	-4.0	4.0	-2.7	-1.2	-0.4

Single records (already shown). Screens in order: DAX1 inh-1, HGIII-sPLA2 inh, PLCb3 inh, hcDAF-12 act, DAX1 inh-2, hgDAF-12 ag, ADAM10 inh, PLC-gamma1 inh, ADAM17 inh, ssDAF-12 act, FXN GAA850 act
`O=C(NCCc1ccc(Cl)cc1)c1cc(S(=O)(=O)N2CCCC2)ccc1F` is listed as -0.5, 7.2, -0.9, -2.5, -1.3, -4.9, -12.3, -2.5, 2.3, -0.8, -2.1
`Cc1ccc(-n2[nH]c(C)c(/C=N/Nc3ccc([N+](=O)[O-])cc3[N+](=O)[O-])c2=O)cc1C` is listed as 0.4, 1.2, -39.5, 1.0, 0.2, -1.8, -1.9, 3.4, -1.3, -0.6, 2.2
`COc1ccc(CN2CCN(C(=O)c3c(-c4ccccc4)noc3C)CC2)cc1F` is listed as -0.8, 14.5, -7.7, -2.3, -2.6, 2.2, -11.0, 1.0, -1.8, -0.4, 1.1
`O=C(O)c1cc2c(ccc3ccccc32)oc1=O` is listed as -0.6, 4.1, i, 0.4, 0.1, 3.4, i, -412.1, i, -0.8, -1.2
